hIAP block: human IAP inhibition; P09923; purified IAP, CDP-Star luminescence, 30 min; inhibition, % at 10 µM; actives 0.12% (n = 330,000);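 active means inhibition reaching a set limit with compound at 10 µM in the primary screen, cut at about 35% in these data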;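 further: plate controls were DMSO wells with enzyme for no effect and no-enzyme buffer wells for full effect; values of inactives mirror those of a sister screen read the other way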
Target sequence (P09923 whole entry, looked up): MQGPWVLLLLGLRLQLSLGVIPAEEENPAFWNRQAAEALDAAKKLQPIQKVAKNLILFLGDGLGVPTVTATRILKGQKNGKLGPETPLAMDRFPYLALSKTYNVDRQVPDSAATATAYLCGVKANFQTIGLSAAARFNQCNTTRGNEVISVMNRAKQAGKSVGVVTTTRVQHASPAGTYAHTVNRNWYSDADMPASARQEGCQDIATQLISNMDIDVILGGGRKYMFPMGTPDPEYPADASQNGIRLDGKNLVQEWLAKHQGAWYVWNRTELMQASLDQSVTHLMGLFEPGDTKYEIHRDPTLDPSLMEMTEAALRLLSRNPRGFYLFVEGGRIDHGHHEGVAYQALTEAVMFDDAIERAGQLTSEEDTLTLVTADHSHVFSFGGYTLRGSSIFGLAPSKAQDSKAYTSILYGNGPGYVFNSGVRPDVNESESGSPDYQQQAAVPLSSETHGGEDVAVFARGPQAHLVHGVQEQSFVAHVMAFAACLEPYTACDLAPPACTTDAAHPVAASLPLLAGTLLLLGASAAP
HKDC1 inhibitor: HKDC1 (human) hexokinase inhibition | AID 493160 | recombinant HKDC1, G6PDH/diaphorase resazurin coupled fluorescence | inhibition, % at 20 µM | actives 0.16% (n = 340,000) | Q2TB90;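 active means inhibition above about 35% when tested at 20 µM, limit read from the data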;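 further: plate controls were DMSO wells with enzyme for no effect and DMSO wells lacking enzyme for full effect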
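Assay system: recombinant HKDC1 hexokinase; detection: coupled resazurin fluorescence, excitation 525 nm, emission 613 nm; benchmarks: DMSO-plus-enzyme-mix negative control, buffer-substituted positive control; compound dosing: single 20 µM dose; schedule: 90 min at room temperature in dark; also added: glucose plus 1 mM ATP as hexokinase substrates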
hIAP activ: human IAP activation; activation factor at 10 µM; AID 2524; purified human IAP, CDP-Star luminescence, 30 min; active compounds read high; 1 = vehicle-only enzyme, 0 = enzyme-free background; P09923; actives 0.16% (n = 330,000);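 active means activation factor of the enzyme at least 2-fold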; further: the source names both 10 and 20 µM as test concentration; values of inactives mirror those of a sister screen read the other way
A3A deaminase: inhibitors of human APOBEC3A DNA deaminase | recombinant A3A, FAM/TAMRA ssDNA deamination fluorescence | actives 0.41% (n = 330,000) | inhibition, % at 20 µM | P31941;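 active means at least 40% inhibition at 20 µM here, with at most 30% in a related deaminase screen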;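 further: plate controls were A3A with DMSO for no effect and wells lacking A3A enzyme for full effect; some results filed as inactive read as strong as hits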
Target sequence (P31941 whole entry, looked up): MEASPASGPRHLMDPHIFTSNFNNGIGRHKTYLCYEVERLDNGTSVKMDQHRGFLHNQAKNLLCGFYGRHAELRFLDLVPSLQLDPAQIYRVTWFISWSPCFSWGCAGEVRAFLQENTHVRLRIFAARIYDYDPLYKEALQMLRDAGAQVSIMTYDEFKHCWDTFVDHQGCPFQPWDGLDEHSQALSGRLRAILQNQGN
mIAP activ: mouse IAP activation. muIAP, CDP-Star luminescence, 30 min; active compounds read high; 1 = vehicle-only enzyme signal, 0 = enzyme-free wells. activation factor at 10 µM. actives 0.24% (n = 330,000). AID 2805;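 active means activation factor of at least 2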; further: the source names both 10 and 20 µM as test concentration; values of inactives mirror those of a sister screen read the other way
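Assay system: mouse IAP enzyme; reagent: chemiluminescent substrate CDP-Star; dosing: test compounds delivered from DMSO solution; schedule: 30 min at room temperature; measured by: luminescence from enzymatic CDP-Star hydrolysis; controls: DMSO-only wells and no-enzyme negative control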
ATG4B inhibitor: ATG4B (human) cysteine protease inhibition | actives 0.51% (n = 340,000) | Q9Y4P1 | ATG4B cleavage of LC3-PLA2, NBD-HPC fluorescence, 1 h | AID 504462 | inhibition, % at 8.33 µM; in the data active means inhibition above about 40%
mIAP block: mouse IAP inhibition; purified mouse IAP, CDP-Star luminescence, 30 min; inhibition, % at 10 µM; actives 0.2% (n = 330,000); AID 2806;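 active means inhibition of at least 40% at 10 µM in the primary screen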;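 further: plate controls were DMSO with enzyme for no effect and no enzyme wells for full effect; values of inactives mirror those of a sister screen read the other way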
PfG6PD inh: PfG6PD (Plasmodium falciparum) enzyme inhibition; inhibition, % at 20 µM; actives 0.78% (n = 350,000); PfGluPho enzyme, NADPH resazurin-diaphorase fluorescence;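 active means inhibition reaching at least a set limit at 20 µM in the primary screen, cut at about 59% in these data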;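 further: 0% = DMSO wells with substrate and 100% = DMSO wells lacking glucose-6-phosphate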
* = called active by the depositor; · = no result given.

A3A deaminase,hIAP block,hIAP activ,HKDC1 inhibitor,mIAP activ,PfG6PD inh,mIAP block,ATG4B inhibitor,Compound
1,8,0.93,-3,1.1,7,-8,-8,O=C(Cc1ccccc1)NC1CCN(C(=O)NCc2ccccc2)CC1
-3,-11,1.1,-9,0.95,-5,5,1,Cc1cc(C)cc(N2CC(C(=O)NC3CCCCC3)CC2=O)c1 (configuration not stated)
1,-10,1.1,12,1.1,16,-5,-5,Cc1ccc2c(C(=O)CCl)c(C)[nH]c2c1
-1,-11,1.1,·,0.87,·,13,·,COc1ccccc1NC(=O)Nc1nnc(-c2ccco2)s1
-1,10,0.9,10,1.1,3,-6,-7,CC(=O)Nc1ccc(C(=O)OCC(=O)c2cccc([N+](=O)[O-])c2)cc1
0,-6,1.1,-3,0.9,1,10,-7,C=CCN(c1ccc(C(=O)Nc2cc(C)cc(C)c2)cc1)S(C)(=O)=O
3,11,0.89,5,1,-2,-3,43*,COc1ccc(CNC(=O)C(c2ccc(C)o2)N(C(=O)c2csnn2)c2ccc(C(C)C)cc2)cc1 (configuration not stated)
-1,5,0.95,-1,0.9,27,10,7,CCCCC(CC)COC(=O)C(C#N)=C(c1ccccc1)c1ccccc1 (configuration not stated)
-10,-31,1.3,15,0.94,63*,6,-4,COc1cc(CNc2ccc3[nH]c(=O)[nH]c3c2)ccc1OCc1ccc(Cl)cc1
-7,0,1,-4,1,10,-2,-3,COc1ccc(N2CCN(C(=O)c3nn(C)c4c3CS(=O)(=O)c3ccccc3-4)CC2)cc1
-3,7,0.93,-9,0.91,-5,9,0,Cc1cccnc1NC(=O)c1sc2ccccc2c1Cl
-2,10,0.9,-6,1,-9,-3,-7,C=CCn1c(SCC(=O)NCc2ccc3c(c2)OCO3)nnc1C1COc2ccccc2O1 (configuration not stated)
-1,-16,1.2,0,1,1,-4,-10,CSc1ncc(Cl)c(C(=O)NCc2ccc3c(c2)OCO3)n1
-2,-9,1.1,-1,0.91,26,9,-11,CCNC(=O)COn1c(SCC(=O)NCC)nc2ccccc2c1=O
-3,-5,1.1,4,0.94,8,6,2,CCCC(=O)Nc1cc(OCC)c(NC(=O)NC2CCCCC2)cc1OCC
-2,1,0.99,-2,0.9,4,10,9,CCCCn1c2ccccc2c2nnc(SCCN3CCCCC3)nc21
-1,3,0.97,-3,1,-8,-4,-11,C[C@H](NS(=O)(=O)c1ccccc1)C(=O)OCC(=O)NC(=O)Nc1ccc2c(c1)OCCO2
-3,-9,1.1,-14,0.96,-6,4,-6,Cc1ccc2nc(SCC(=O)NCc3cccs3)c(C#N)cc2c1
7,17,0.83,1,0.96,-2,4,5,COc1cccc(C(=O)c2cn(CC(=O)NCc3ccco3)c3nc(C)ccc3c2=O)c1
-4,22,0.78,-3,0.93,6,7,-12,Cc1ccccc1OCc1nc(-c2ccc(NC(=O)c3ccc4c(c3)OCO4)cc2)no1
7,-2,1,-4,1.8,19,-82,-2,CC(NC(=O)c1cc(S(=O)(=O)N2CCOCC2)ccc1N1CCCC1)c1ccc(Cl)c(Cl)c1 (configuration not stated)
-11,-10,1.1,3,0.92,35,8,-7,COc1cc(-c2n[nH]c(=S)n2C(C)c2ccccc2)cc(OC)c1OC (configuration not stated)
-4,-7,1.1,2,1,-8,-1,2,COc1ccc(S(=O)(=O)N2CCN(C(=O)C3CC3)CC2)cc1
-5,-6,1.1,16,1,-12,-3,7,CCOC(=O)c1c(C)[nH]c(C(=O)/C(C#N)=C/c2ccc(OC(F)F)c(OC)c2)c1C
-1,-10,1.1,-2,1,0,-3,-6,Cc1nc(Cl)c2c(n1)NC(=O)CO2

A3A deaminase,hIAP block,hIAP activ,HKDC1 inhibitor,mIAP activ,PfG6PD inh,mIAP block,ATG4B inhibitor,Compound
-2,13,0.87,-4,0.96,15,4,-5,NC(=O)c1ccc2c(=O)n3c(-c4cccs4)csc3nc2c1
-4,8,0.92,4,1,8,-2,-11,CC(C)c1ccc(NC(=O)CC2Oc3ccccc3NC2=O)cc1 (configuration not stated)
-10,6,0.94,-5,1.1,14,-10,6,N#CCSc1ccccc1NC(=O)CN1C(=O)C2CC=CCC2C1=O (configuration not stated)
-5,4,0.96,7,0.97,-3,2,4,CCN(CC)C(=O)CSc1nnc2cc(C)c3ccccc3n12
-1,11,0.89,6,1.3,14,-26,-14,COc1cc(C(=O)NCCCc2nc3ccccc3n2Cc2cc(C)ccc2C)cc(OC)c1OC
2,-11,1.1,-6,0.96,14,4,6,Cc1ccc(-c2ocnc2C(=O)Nc2ccccc2NC(=O)c2ccccn2)cc1
-3,9,0.91,-7,1,-6,-1,5,CC1(C)N=C(N)N=C(N)N1c1cccc(CN)c1
-1,22,0.78,1,1.1,-4,-11,3,Cc1cc(OCCN2CCOCC2)nc2ccccc12
-5,-18,1.2,-7,0.92,2,8,-13,Cc1ccc(C(=O)N/N=C\c2ccc(-c3ccc(Cl)c(Cl)c3)o2)cn1
-2,21,0.79,-6,1.1,-7,-5,-31,O=C(COC(=O)c1cnc(Cl)c(Cl)c1)NC1CCCCCC1
1,-19,1.2,3,0.9,-6,10,5,CC(C)CC(c1nnnn1C1CCCC1)N1CCC(C(N)=O)CC1 (configuration not stated)
-4,7,0.93,7,0.89,5,11,22,COc1cc2ccccc2cc1C(=O)N(CCN(C)C)c1nc2c(F)cccc2s1
-3,-10,1.1,6,0.94,12,6,-14,COc1cc(OC)cc(C(=O)NC(C)c2cnn(-c3ccccc3C)c2C)c1 (configuration not stated)
-3,-60,1.6,-2,1.1,-10,-9,-5,O=C(CCN1C(=O)/C(=C/c2ccccc2Cl)SC1=S)NNC(=O)c1cccnc1
-7,-25,1.2,6,1.2,-12,-20,5,COc1ccc(C(CNC(=O)c2ccc(S(=O)(=O)N3CCCC3)cc2)N2CCOCC2)cc1 (configuration not stated)
-1,13,0.87,-3,1,-5,-2,-8,CCO[C@@H]1c2c(ccc3ccc(=O)oc23)OC(C)(C)[C@@H]1O
-5,12,0.88,3,1.1,17,-8,-20,C=CCn1c(SCn2nnc3ccccc3c2=O)nnc1-c1ccc(F)cc1
-3,2,0.98,2,0.86,2,14,-5,O=C(O)c1ccccc1/C=N/Nc1ccc(S(=O)(=O)N2CCCC2)cc1[N+](=O)[O-]
0,0,1,-10,0.96,0,4,-6,COC(=O)c1ccc(NC(=O)CSCc2ccc(C)cc2)cc1
2,10,0.9,-5,0.9,26,10,-18,Cc1cc(SCC(=O)Nc2cccc(S(=O)(=O)N3CCOCC3)c2)nc2ccccc12
-1,-4,1,-9,0.98,-29,2,-4,O=C(CSc1nnc(-c2ccccc2)n1CC1CCCO1)N1CCCC1 (configuration not stated)
-4,-9,1.1,-7,0.95,8,5,-4,O=C(Cn1cnc2cc([N+](=O)[O-])ccc2c1=O)Nc1ccc2c(c1)CCC2
-2,3,0.97,-7,0.93,-4,7,5,COc1ccc(NC(=O)C/C(C)=N/NC(=O)C2CCCCC2)c([N+](=O)[O-])c1
-1,1,0.99,0,1,-10,-2,4,O=C(NC(=S)NC(CO)c1ccccc1)c1ccc(F)cc1 (configuration not stated)
0,27,0.73,-1,1,-6,0,0,Cc1c(C(=O)N(C)CCC#N)oc2ccc(S(=O)(=O)N3CCOCC3)cc12

Reformatted with values under each structure: entries from further up.
Values run as follows: A3A deaminase | hIAP block | hIAP activ | HKDC1 inhibitor | mIAP activ | PfG6PD inh | mIAP block | ATG4B inhibitor
> COc1cc(OC)cc(C(=O)NC(C)c2cnn(-c3ccccc3C)c2C)c1 (configuration not stated)
→ -3 | -10 | 1.1 | 6 | 0.94 | 12 | 6 | -14
> O=C(CCN1C(=O)/C(=C/c2ccccc2Cl)SC1=S)NNC(=O)c1cccnc1
→ -3 | -60 | 1.6 | -2 | 1.1 | -10 | -9 | -5
> COc1ccc(C(CNC(=O)c2ccc(S(=O)(=O)N3CCCC3)cc2)N2CCOCC2)cc1 (configuration not stated)
→ -7 | -25 | 1.2 | 6 | 1.2 | -12 | -20 | 5
> CCO[C@@H]1c2c(ccc3ccc(=O)oc23)OC(C)(C)[C@@H]1O
→ -1 | 13 | 0.87 | -3 | 1 | -5 | -2 | -8
> C=CCn1c(SCn2nnc3ccccc3c2=O)nnc1-c1ccc(F)cc1
→ -5 | 12 | 0.88 | 3 | 1.1 | 17 | -8 | -20
> O=C(O)c1ccccc1/C=N/Nc1ccc(S(=O)(=O)N2CCCC2)cc1[N+](=O)[O-]
→ -3 | 2 | 0.98 | 2 | 0.86 | 2 | 14 | -5
> COC(=O)c1ccc(NC(=O)CSCc2ccc(C)cc2)cc1
→ 0 | 0 | 1 | -10 | 0.96 | 0 | 4 | -6
> Cc1cc(SCC(=O)Nc2cccc(S(=O)(=O)N3CCOCC3)c2)nc2ccccc12
→ 2 | 10 | 0.9 | -5 | 0.9 | 26 | 10 | -18
> O=C(CSc1nnc(-c2ccccc2)n1CC1CCCO1)N1CCCC1 (configuration not stated)
→ -1 | -4 | 1 | -9 | 0.98 | -29 | 2 | -4
> O=C(Cn1cnc2cc([N+](=O)[O-])ccc2c1=O)Nc1ccc2c(c1)CCC2
→ -4 | -9 | 1.1 | -7 | 0.95 | 8 | 5 | -4

The list goes on.
A3A deaminase,hIAP block,hIAP activ,HKDC1 inhibitor,mIAP activ,PfG6PD inh,mIAP block,ATG4B inhibitor,Compound
-4,11,0.89,-1,0.98,0,2,-6,Cn1c(CNC(=O)CNS(=O)(=O)c2ccc(F)cc2F)cc(=O)n(C)c1=O
4,6,0.94,-5,1.3,6,-31,10,O=C1Nc2ccccc2C(O)(C(=O)NCc2ccco2)N1c1ccc(Cl)cc1 (configuration not stated)
-1,2,0.98,-5,1,-1,0,12,O=C1CCCC2=C1C(c1cccs1)Nc1ccccc1N2 (configuration not stated)
-1,11,0.89,1,0.91,-18,10,10,N#CCn1c(CN2CCCC2)nc2ccccc2c1=O
0,14,0.86,5,0.94,0,6,-11,COC(=O)c1cnc2ccccc2n1
-2,8,0.92,5,1,-5,-3,5,O=C(CCC(=O)N1CCSc2ccccc21)NC1CCCCC1

Assay outcomes from PubChem BioAssay.
